Source: PubChem
Pol eta inh = blocks human DNA polymerase eta activity | Potency, µM (top dose mostly 114 µM), for inactives: top-dose activity change, negative = inhibition, most hits filed as inhibitors | recombinant Pol eta, fluorescent DNA replication assay | Q9Y253 | 390,000 tested, 1.2% active; also: potency is read from the fitted curve at half-maximal effect; % is scaled to controls: 0 for no effect and ±100 for the full control effect
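Pol eta (10 nM) was preincubated with compounds for 15 min at room temperature, after which fluorescent replication substrate (50 nM final) was added to start the reaction. Fluorescence was read kinetically at 0 and 10 min.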
Apoferritin bind = candidate novel general anesthetic via apoferritin binding; P02791; apoferritin/1-aminoanthracene competitive binding, fluorescence; Potency, µM (titrated, usually from 77.5 µM), without a hit: top-dose activity change, negative = displacement, most hits filed as inhibitors; 350,000 tested, 0.074% active; AID 485281; also: potency is read from the fitted curve at half-maximal effect; % is scaled to controls: 0 for no effect and ±100 for the full control effect; nearly all actives have a fitted effect of over 20% in size
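In PBS, apoferritin at 10 uM is loaded with 1-AMA from a 50% saturated solution. After 10 min of compound exposure at ambient temperature, reduced 535 nm fluorescence indicates probe displacement.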
GRP78 ERSR act = ER stress response induction in glioma; U87-MG GRP78 promoter luciferase reporter, 16 h; Potency, µM, for inactives: at the top dose activation, most hits filed as activators; 420,000 tested, 0.02% active; also: potency is read from the fitted curve at half-maximal effect; series mostly up to about 76 µM; % of control where 0% means no effect; nearly all actives have a fitted effect of over 35% in size
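ERSR induction read as luciferase luminescence (Bright-Glo, 10 min at room temperature) in stably transfected human U87-MG glioma cells exposed to compounds for 16 h, using GRP78 as sensor.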
LDHA block = inhibitors of human lactate dehydrogenase A. 480,000 tested, 0.15% active. AID 1347041. activity change, % (values are at about 110 or 230 µM). purified LDHA, NADH/diaphorase-resazurin fluorescence; hits give low values; in the data active = activity change below about -30%; inconclusive = mostly about -25% to -30%;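 also: plate controls were DMSO wells for no effect and wells without enzyme for full effect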
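Human LDH5 at 2 nM final in Tris HCl pH 7.4 with 0.06 mM NADH and 0.2 mM pyruvate, reacted 5 minutes at room temperature. Remaining NADH coupled via diaphorase/resazurin; resorufin fluorescence read at 0 and 20 minutes, normalized to enzyme-free and DMSO wells.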
APEX1 inh = blocks human APE1 abasic DNA cleavage; Potency, µM (highest dose often 65.8 µM), without a hit: at the highest dose activity change, negative = inhibition, most hits filed as inhibitors; P27695; recombinant APE1, TAMRA/BHQ-2 abasic DNA cleavage fluorescence; 350,000 tested, 0.35% active;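 also: potency is read from the fitted curve at half-maximal effect; plate controls were vehicle for no effect and reference inhibitor for full effect; nearly all actives have a fitted effect of over 55% in size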
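Activity was derived from the fluorescence gain between first and third kinetic reads (60 s intervals, ex 525/em 598 nm) after 50 nM THF-abasic TAMRA/BHQ-2 duplex was added to 0.75 nM APE1 preincubated 15 min with compound.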
Pol iota inh = blocks human DNA polymerase iota activity | Pol iota fluorescent replication assay, 10 min | Potency, µM (series often up to 115 µM), inactives show at the top dose activity, negative = inhibition, usual class: inhibitors | 390,000 tested, 1% active | AID 588590; also: potency is read from the fitted curve at half-maximal effect
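Pol iota at 10 nM preincubated 15 min with compounds at room temperature; reaction started with fluorescent substrate, 50 nM final. Fluorescence read kinetically at 0 and 10 min; buffer-only wells as negative control.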
BLM inh = blocks DNA unwinding by human BLM helicase. 350,000 tested, 0.2% active. Potency, µM (top dose mostly 56.1 µM), without a hit: at the highest dose activity change, negative = inhibition, usual class: inhibitors. recombinant BLM DNA unwinding, fluorescence dequenching. P54132. AID 2528;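 also: potency is read from the fitted curve at half-maximal effect; plate controls were vehicle for no effect and no enzyme for full effect; nearly all actives have a fitted effect of over 35% in size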
Target sequence (P54132 whole entry, looked up): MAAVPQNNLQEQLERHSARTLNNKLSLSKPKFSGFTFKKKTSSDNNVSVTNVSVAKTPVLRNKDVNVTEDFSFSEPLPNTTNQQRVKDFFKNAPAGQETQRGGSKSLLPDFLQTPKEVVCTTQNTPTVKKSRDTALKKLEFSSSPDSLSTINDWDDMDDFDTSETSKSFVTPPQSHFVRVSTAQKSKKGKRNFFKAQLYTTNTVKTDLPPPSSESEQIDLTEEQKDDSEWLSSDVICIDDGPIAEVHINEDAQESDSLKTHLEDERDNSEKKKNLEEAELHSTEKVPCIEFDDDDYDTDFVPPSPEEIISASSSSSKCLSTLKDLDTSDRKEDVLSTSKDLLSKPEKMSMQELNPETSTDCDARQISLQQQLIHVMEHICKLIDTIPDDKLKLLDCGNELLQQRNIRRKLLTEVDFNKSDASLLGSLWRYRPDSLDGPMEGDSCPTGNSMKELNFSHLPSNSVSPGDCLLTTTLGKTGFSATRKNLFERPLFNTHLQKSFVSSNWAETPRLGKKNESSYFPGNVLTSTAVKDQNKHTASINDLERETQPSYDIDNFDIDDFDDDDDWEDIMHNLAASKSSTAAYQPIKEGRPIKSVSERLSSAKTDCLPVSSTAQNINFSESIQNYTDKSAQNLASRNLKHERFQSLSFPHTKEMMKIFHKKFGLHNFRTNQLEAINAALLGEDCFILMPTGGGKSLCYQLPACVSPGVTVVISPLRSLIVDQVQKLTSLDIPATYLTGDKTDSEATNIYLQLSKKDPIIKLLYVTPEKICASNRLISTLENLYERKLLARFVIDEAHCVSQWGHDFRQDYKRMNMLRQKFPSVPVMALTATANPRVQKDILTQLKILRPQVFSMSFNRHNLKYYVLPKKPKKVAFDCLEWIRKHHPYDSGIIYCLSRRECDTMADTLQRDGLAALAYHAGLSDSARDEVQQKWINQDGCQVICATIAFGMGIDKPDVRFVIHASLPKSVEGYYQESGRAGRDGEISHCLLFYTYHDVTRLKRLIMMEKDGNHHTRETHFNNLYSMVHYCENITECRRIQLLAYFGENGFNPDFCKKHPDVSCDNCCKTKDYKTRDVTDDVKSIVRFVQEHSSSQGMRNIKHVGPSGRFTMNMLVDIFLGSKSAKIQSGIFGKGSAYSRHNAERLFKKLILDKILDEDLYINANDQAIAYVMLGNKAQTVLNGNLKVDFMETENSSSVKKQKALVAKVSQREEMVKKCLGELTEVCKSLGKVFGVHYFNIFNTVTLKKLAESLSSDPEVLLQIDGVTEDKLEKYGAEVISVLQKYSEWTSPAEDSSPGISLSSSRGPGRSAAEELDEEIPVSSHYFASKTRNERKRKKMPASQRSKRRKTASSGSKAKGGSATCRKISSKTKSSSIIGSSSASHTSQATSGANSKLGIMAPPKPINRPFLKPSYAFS
POLK inh = DNA polymerase kappa (human) inhibition; Q9UBT6; 400,000 tested, 0.53% active; Potency, µM (series often up to 107 µM), for inactives: at the highest dose activity, negative = inhibition, hits mostly inhibitors; purified Pol kappa, fluorescent DNA synthesis assay, 10 min; also: potency is read from the fitted curve at half-maximal effect; % is scaled to controls: 0 for no effect and ±100 for the full control effect
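Pol kappa 10 nM + cpd, 15 min RT; start w/ substrate 50 nM final; fluorescence kinetic read, 0 and 10 min. Neg ctrl: buffer, no enzyme.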
Pol beta inh = DNA polymerase beta (human) inhibition; 340,000 tested, 1.3% active; Pol beta primer extension/strand displacement, fluorescence kinetic; Potency, µM (titrated, usually from 114 µM), for inactives: at the top dose activity change, negative = inhibition, actives largely listed as inhibitors; P06746; AID 485314; also: potency is read from the fitted curve at half-maximal effect; % is scaled to controls: 0 for no effect and ±100 for the full control effect
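Enzyme-only controls used 10 nM Pol beta; buffer lacking enzyme served as negative control. Compound preincubated 15 min, then 50 nM substrate added; 0 and 10 min reads at room temperature.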
An asterisk follows results filed as active; ? = inconclusive; . = no result given; & = joins results of further samples; [ ] = remark or other dose. Unless noted, calls follow the shape of the dose curve; as a rule, active = well fitted curve in the direction sought with a large enough effect; inconclusive = small, poorly fitted or top-dose-only effect, or another doubt; inactive = no such curve, though single readings can be large; an effect the other way counts as inactive or inconclusive.

Screens in order: GRP78 ERSR act, POLK inh, Pol eta inh, Pol beta inh, BLM inh, LDHA block, APEX1 inh, Pol iota inh, Apoferritin bind
1. O=C(NCc1ccccn1)c1ccc(S(=O)(=O)Nc2ccccc2F)cc1
    -3%, 6%, -4%, 39%, -1%, 0, 75%[activator], 15%, -8%
2. COC(=O)c1ccc(C2/C(=C(/O)c3ccc(OC(C)C)cc3)C(=O)C(=O)N2c2cc(C)on2)cc1 (stereo unspecified)
    3%, 2%, -5%, 9%, -3%, -1, -5%, 27%, -9%
3. CSc1ncccc1C(=O)OCc1c(F)cccc1Cl
    5%, -6%, 6%, 14%, -6%, -3, 6%, 7%, 2%
4. CN(C)c1ccc(-c2nc3cc(N)ccc3o2)cc1
    -13%, -4%, -9%, -3%, -5%, 3, 34%, 71%[activator], 602%[activator]
5. Cc1ccc(S(=O)(=O)N2CCN(C(=O)C3CCN(c4ncnc5sc(C)c(C)c45)CC3)CC2)c(C)c1
    -4%, -15%, -17%, ., ., -2, ., 9%, .
6. COc1ccc(-c2csc3ncnc(Sc4nnnn4C)c23)cc1
    -12%, 2%, -21%, ., ., -11&-3, 11%, 9%, .
7. CCOCCCNC(=O)c1[nH]c2cc(C)ccc2c1Sc1ccc(Cl)cc1
    3%, 1%, -18%, 2%, -5%, 0, ., 23%, -10%
8. CCN(CC(=O)Nc1ccc2c(c1)OCCO2)S(=O)(=O)c1cccs1
    4%, -24%, -11%, -20%, -2%, -6, -5%, 20%, ?
9. COc1ccc(-c2nc3ccccc3[nH]2)cc1
    -8%, -7%, -15%, 1%, 3%, -11, 3%, 22%, -14%
10. Cc1cc(OC(=O)c2ccco2)c2c(C)cc(=O)oc2c1
    -5%, -12%, -8%, 3%, -5%, -13, 3%, 7%, -6%

No new results follow: entries from further up.
Screens in order: GRP78 ERSR act, POLK inh, Pol eta inh, Pol beta inh, BLM inh, LDHA block, APEX1 inh, Pol iota inh, Apoferritin bind
1. O=C(NCc1ccccn1)c1ccc(S(=O)(=O)Nc2ccccc2F)cc1
    -3%, 6%, -4%, 39%, -1%, 0, 75%[activator], 15%, -8%
2. COC(=O)c1ccc(C2/C(=C(/O)c3ccc(OC(C)C)cc3)C(=O)C(=O)N2c2cc(C)on2)cc1 (stereo unspecified)
    3%, 2%, -5%, 9%, -3%, -1, -5%, 27%, -9%
3. CSc1ncccc1C(=O)OCc1c(F)cccc1Cl
    5%, -6%, 6%, 14%, -6%, -3, 6%, 7%, 2%
4. CN(C)c1ccc(-c2nc3cc(N)ccc3o2)cc1
    -13%, -4%, -9%, -3%, -5%, 3, 34%, 71%[activator], 602%[activator]
5. Cc1ccc(S(=O)(=O)N2CCN(C(=O)C3CCN(c4ncnc5sc(C)c(C)c45)CC3)CC2)c(C)c1
    -4%, -15%, -17%, ., ., -2, ., 9%, .
6. COc1ccc(-c2csc3ncnc(Sc4nnnn4C)c23)cc1
    -12%, 2%, -21%, ., ., -11&-3, 11%, 9%, .
7. CCOCCCNC(=O)c1[nH]c2cc(C)ccc2c1Sc1ccc(Cl)cc1
    3%, 1%, -18%, 2%, -5%, 0, ., 23%, -10%
8. CCN(CC(=O)Nc1ccc2c(c1)OCCO2)S(=O)(=O)c1cccs1
    4%, -24%, -11%, -20%, -2%, -6, -5%, 20%, ?
9. COc1ccc(-c2nc3ccccc3[nH]2)cc1
    -8%, -7%, -15%, 1%, 3%, -11, 3%, 22%, -14%

Next compounds.
Screens in order: GRP78 ERSR act, POLK inh, Pol eta inh, Pol beta inh, BLM inh, LDHA block, APEX1 inh, Pol iota inh, Apoferritin bind
11. Cc1cccc(OCCC(=O)NCC(c2ccco2)N2CCCCC2)c1 (stereo unspecified)
    -2%, -2%, -12%, 12%, -3%, -2, 1%, 11%, -10%
12. CCOc1ccc(C(=O)c2cn(Cc3ccccc3)c3c(F)cc(F)cc3c2=O)cc1
    -4%, -9%, -19%, -10%, -8%, 0, ., 1%, ?
13. CC(C)(C)NC(=O)COC(=O)/C=C/c1ccccc1[N+](=O)[O-]
    7%, 3%, -7%, 4%, -4%, -2, 1%, 11%, -20%
14. COc1ccccc1C(=O)NCc1ccccn1
    5%, -3%, -22%, 5%, -1%, 0, 2%, 24%, -3%
15. O=C(O)CC1NC(=O)N(c2ccccc2)C1=O (stereo unspecified)
    ., ., ., 6%, 1%, ., -2%, ., 34%[activator]
16. NNc1nc2c(-c3cccc(C(F)(F)F)c3)nnn2c2ccccc12
    0%, -2%, -20%, -24%, -1%, -4, 31%, 25%, -17%
17. COc1ccccc1OCCCCn1ncc2ccc(OC)c(OC)c2c1=O
    -1%, -19%, -18%, -21%, -1%, -7, 30%, 14%, -1%
18. CC(C(=O)NCCCc1ccccc1)c1ccc([N+](=O)[O-])cc1 (stereo unspecified)
    0%, -7%, 1%, 15%, -9%, -9, -2%, -5%, -8%
19. Nn1c(-c2cccc([N+](=O)[O-])c2)nc2ccccc2c1=O
    -1%, 2%, -12%, -1%, -1%, -6, 54%[activator], -16%, -2%
20. CSCC[C@@H](N)C(=O)O
    -2%, 5%[19.4 µM], ., ., ., ., -1%, ., 0%
21. COc1cccc(OCC(=O)NNC(=O)c2ccc(-c3ccccc3)cc2)c1
    -4%, -14%, -16%, 79µM*, -7%, -2, 19%, ?, -4%
22. COc1ccc(-c2nnc(-c3ccccc3O)o2)cc1
    -2%, -16%, 14%, 12%, -8%, -5, 7%, 11%, -3%
23. COc1cccc(C(=O)Nc2nc3ccc(S(=O)(=O)N4CCCC4)cc3s2)c1
    -7%, 5%[60.1 µM], -12%, -23%, -4%, 1, ., -8%, -13%
24. Cn1c(=O)oc2cc(S(=O)(=O)N3CCCC(C(=O)Nc4ccc5c(c4)OCCO5)C3)ccc21 (stereo unspecified)
    -8%, 10%, -5%, 2%, -2%, 3, 8%, -4%, -6%
25. CCOc1ccc(NC(=O)CCn2cnc3onc(-c4ccc(F)cc4)c3c2=O)cc1
    -3%, -3%, -15%, -16%, 2%, 8&0, ., -10%, -12%
26. C=Cc1ccc(CN2CCCN(Cc3ccc(Cl)cc3)S2(=O)=O)cc1
    1%, -10%, -10%, -26%, -10%, -1, -22%, -7%, 4%
27. CC(OC(=O)c1ccco1)C(=O)Nc1ncc(Cl)cc1Cl (stereo unspecified)
    -4%, -7%, -16%, ., ., -9, 8%, 27%, .
28. COc1ccc2c(C(=O)CN3CCN(c4ccccc4)CC3)c[nH]c2c1
    0%, -5%, -8%, 12%, -2%, -1, 3%, 14%, -10%
29. COc1cc2c(cc1OC)[C@@H](Cc1ccc(OCCC#N)cc1)N(C)CC2
    7%, -6%, 6%, -11%, -4%, 5, 23%, 151%[activator], 0%
30. CC(=O)N(/N=C/c1cccc(C)c1)c1nc(-c2ccc(Br)cc2)cs1
    -4%, 0%, 4%, 29%, 1%, -11, 0%, -1%, -3%
31. CCC(C)NC(=O)CSc1nc2c(sc3ccccc32)c(=O)n1CCCN1CCOCC1 (stereo unspecified)
    5%, -5%, -10%, 0%, -9%, 0, 6%, 3%, -1%
32. O=C(NNC(=S)NC(=O)c1ccccc1[N+](=O)[O-])c1ccccc1Cl
    -3%, -4%, -22%, -1%, 2%, 3, 2%, 3%, -3%
33. Cc1ccc(SC(C)C(=O)Nc2ccncc2)cc1 (stereo unspecified)
    -4%, -7%, -14%, -15%, 1%, 7, 2%, 25%, -8%
34. S=c1[nH]nc(C2CCCCC2)n1/N=C/c1ccncc1
    -3%, -5%, 3%, 9%, -1%, -4, 10%, 30%[activator], -3%
35. CCOc1ccc(S(=O)(=O)N2CCOCC2)cc1NC(=O)CCOc1ccc(C(C)(C)C)cc1
    -3%, -12%, -19%, ., ., -8, 1%, 30%, .
36. Cc1cccc(C(=O)OCC(=O)NC2CC2)c1O
    2%, -11%, -6%, ., ., -1, 5%, -6%, .
37. C=CCn1c(CCC(O)COCCC)n[nH]c1=S (stereo unspecified)
    1%, -11%, 1%, -5%, -5%, -9, 0%, 20%, -2%
38. CCOC(=O)c1c(C)n(-c2ccccc2)c2ccc(OC(=O)c3ccccc3NC(=O)C(C)C)cc12
    -9%, -3%, -10%, 0%, -6%, -1, ., 2%, 2%
39. OC(CNC1CCCCC1)CN1CCN(CC(O)CNC2CCCCC2)CC1 (stereo unspecified)
    ., ., ., 1%, -3%, ., -3%, ., -5%
40. O=C(N/N=C/C=C/c1ccco1)C(O)c1ccccc1 (stereo unspecified)
    -1%, ?, 50µM*, ., ., 9, ., 13µM*, .
41. CCCN(C(=O)c1cccc(S(=O)(=O)N2CCN(Cc3ccccc3)CC2)c1)C1CCS(=O)(=O)C1 (stereo unspecified)
    -2%, -4%, -5%, ., ., -3, 15%, 27%, .
42. COc1ccccc1NC(=O)COC(=O)/C=C/c1cccs1
    -1%, -13%, -2%, ., ., -3, -9%, 1%, .
43. CCOC(=O)c1c(S(=O)(=O)N2CCC(C(=O)Nc3ccc(C)c(Cl)c3)CC2)c(C)n(C)c1C
    -1%, 0%[60.1 µM], -17%, 9%, 0%, -3, ., 24%, -12%
44. Cc1noc(/C=C/N(C)C)c1S(=O)(=O)N1CCC(C(=O)O)CC1
    -3%, -23%, -21%, ?, 6%, 0, -4%, -1%, 11%
45. COc1ccc(CCNC(=O)Cc2c(C)c3cc4c(C)coc4cc3oc2=O)cc1OC
    -3%, 3%, -25%, ?, -14%, 3, ., 24%, -3%
46. COc1ccc(CN=C(N)N=C(N)N)cc1Cl
    -2%, 2%, -11%, 34%, -8%, -2, 0%, 54%[activator], -6%
47. OC(CC(O)c1ccccc1)c1ccccc1 (stereo unspecified)
    3%, 6%, ?, ., ., -2, ., 4%, .
48. COc1cc(/C=N/NC2=NC(C)(C)Cc3ccccc32)cc(OC)c1OC
    1%, -4%, 8%, 0%, -2%, -6, -4%, 23%, -15%
49. Cc1ccc(OCC(O)Cn2c(=N)n(CCN3CCOCC3)c3ccccc32)cc1 (stereo unspecified)
    3%, -10%, -8%, 1%, -1%, -3, 0%, 36%[activator], -19%
50. CCN(CC)C(=O)CSC(=Nc1ccccc1F)NC#N
    9%, -6%, -17%, 15%, -3%, -5, -4%, 7%, -20%
51. C=CCn1c(/N=C/c2ccc3c(c2)OCO3)nc2ccccc21
    -4%, -19%, -1%, 4%, 0%, -4, 7%, -6%, -6%

These rows are one share of the data; count on the stated rates, not on these rows.
